# ELG1 repair inh: qHTS screen for small molecules that inhibit ELG1-dependent DNA repair in human embryonic kidney (HEK293T) cells expressing luciferase-tagged ELG1; 330,000 compounds, 2.3% hits; HEK293T ELG1-luciferase reporter, luminescence, 16 h; DNA damage induced by 5-fluorouridine; AID 504467, 2011; Potency, µM (highest dose often 46.1 µM), for the others: top-dose activity change, negative = inhibition, most hits filed as inhibitors; also: potency is read from the fitted curve at half-maximal effect; % is scaled to controls: 0 for no effect and ±100 for the full control effect; nearly all actives have a fitted effect of over 55% in size
#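 HEK293T cells expressing luciferase-tagged ELG1 (2,000/well) received 5-Fluorouridine plus compound or DMSO for 16 hr at 37 °C. Luciferase was read by ONE-Glo luminescence after 30 min at room temperature.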
# Eya2 inh: qHTS Assay for Inhibitors of the Phosphatase Activity of Eya2; Protein phosphatase EYA2 (Homo sapiens), O00167; recombinant Eya2, OMFP fluorescence dephosphorylation (OMFP is methylfluorescein phosphate); Potency, µM (top dose mostly 76.9 µM), inactives show top-dose activity, negative = inhibition, hits mostly inhibitors; 330,000 compounds, 0.006% hits; AID 488837, 2010; also: potency is read from the fitted curve at half-maximal effect; % is scaled to controls: 0 for no effect and ±100 for the full control effect
#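 Eya2 protein (added as 0.2 uM solution) was preincubated with compound for 10 min at ambient temperature in 50 mM HEPES pH 7.5, 50 mM NaCl, 5 uM MgCl2, 0.05% BSA, 1 mM DTT. OMFP (added at 50 uM) then reacted 10 min; fluorescence read at 485/525 nm.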
# TRPV1 ag: HTS Assay for Compounds that Act as Agonists of the Vanilloid Receptor 1; Transient receptor potential cation channel subfamily V member 1 (Homo sapiens), Q8NER1; TRPV1-expressing cells, Fluo-8 calcium influx, agonist mode; activation, % at 8.33 µM; 320,000 compounds, 0.19% hits; in the data active = activation above about 80%; inconclusive = between about 30% and that limit; also: 0% is about no effect
#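 Cells expressing TRPV1 were dye-loaded with Fluo-8 and read kinetically: 10 s baseline, 3 min after compound (agonist portion), then 2 min after EC20 capsaicin (allosteric enhancer portion). Calcium-bound dye fluorescence at 480/520 nm.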
# TCR act: Activators of T cell receptors: qHTS campaign; primary human leukocytes, anti-CD3, IL-2 HTRF, 48 h; Potency, µM (series often up to 9.22 µM), without a hit: at the highest dose activation of IL-2 secretion, usual class: activators; 330,000 tested, under 10 active; AID 504894, 2011; also: % of control where 0% means no effect
#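 Activity was scored as IL-2 release from primary human leukocytes given only a TCR signal (a-CD3 beads) plus compound for 48 hr. Detection used a two-antibody HTRF format read at 665nm.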
# hERG WT inh: qHTS for Inhibitors of KCHN2 3.1: Wildtype qHTS; Voltage-gated inwardly rectifying potassium channel KCNH2 (Homo sapiens), Q12809; U2OS, BacMam KCNH2, thallium flux FluxOr; active compounds read low; activity change, % at 1.84 µM; 340,000 compounds, 0.37% hits; AID 720551, 2013;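 active = maximum activity change below -70%; inconclusive = maximum activity change between -70% and -50%; inactive = maximum activity change above -50%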; also: % is scaled to controls: 0 for no effect and ±100 for the full control effect
#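 U2OS cells transduced with wild-type KCNH2 virus are loaded with FluxOr dye for 45 min, and thallium flux is measured in kinetic reads before and after stimulation buffer. Rate constants are normalized to DMSO controls.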
# TSHR antagonist: Antagonists of the Thyroid Stimulating Hormone Receptor: HTS campaign. 330,000 compounds, 0.2% hits. TSHR-expressing cells, TSH-stimulated cAMP HTRF, 2 h; active compounds read low. activity change, negative = inhibition, % at 11.5 µM. AID 504810, 2011;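 active = activity change below a set negative limit, meaning inhibition stronger than a set level, cut at about -70% in these data; inconclusive = activity change between two set negative limits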; also: % is scaled to controls: 0 for no effect and ±100 for the full control effect
#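 Antagonism was scored as loss of TSH-driven cAMP in TSHR cells, stimulated with 4nM TSH (EC80) for 2 hours at 37 deg C and detected by homogeneous HTRF competition immunoassay.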
# KCNH2 3.1 block: qHTS for Inhibitors of KCHN2 3.1: Mutant qHTS | activity change, % (tested at about 1.8 µM) | U2OS KCNH2 3.1, thallium flux FluxOr; active compounds read low | Potassium voltage-gated channel subfamily H member 2, brain isoform KCNH2 3.1 (human) | 340,000 compounds, 0.95% hits;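 active = maximum activity change below -70%; inconclusive = maximum activity change from -70% to -50%; inactive = maximum activity change above -50%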;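 also: thallium influx rate constant from kinetic fluorescence after stimulation buffer; % is scaled to controls: 0 for no effect and ±100 for the full control effect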
#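 Thallium flux read-out: FluxOr dye with Red40 quencher in HBSS/HEPES, 45 min at RT. Rate constants from kinetic reads were normalized to positive and negative DMSO controls. Cells: U2OS virally expressing the 3.1 isoform.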
# Mito fusion yeast: qHTS Assay for Small Molecule Inhibitors of Mitochondrial Division or Activators of Mitochondrial Fusion; Potency, µM (titrated, usually from 46.1 µM), inactives show at the highest dose growth rescue (activation), usual class: activators; S. cerevisiae fusion-defective mutant growth rescue, CellTiterGlo 48 h; 320,000 compounds, 0.23% hits;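 also: potency is read from the fitted curve at half-maximal effect; % of control where 0% means no effect; nearly all actives have a fitted effect of over 45% in size; temperature-sensitive fusion mutants such as fzo1-1 at 37 °C on non-fermentable ethanol glycerol medium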
#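 Temperature-sensitive fusion-defective S. cerevisiae (e.g. fzo1-1, mgm1-5) were grown with compound in YPEG medium (3% ethanol, 3% glycerol) for 48 hours at 37C. Growth rescue was measured as viability by CellTiterGlo luminescence after 10 minutes at ambient.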
# USP2a block: qHTS Assay for Inhibitors of Ubiquitin-specific Protease USP2a Using CHOP2 as the Reporter | Ubiquitin carboxyl-terminal hydrolase 2 (Homo sapiens), O75604 | USP2 core, Ub-CHOP2 coupled fluorogenic reporter, 485/531 | Potency, µM (highest dose often 38.3 µM), for inactives: at the top dose activity change, negative = inhibition, usual class: inhibitors | 330,000 compounds, 0.01% hits;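 also: potency is read from the fitted curve at half-maximal effect; plate controls were DMSO wells for no effect and full inhibition by NEM control for full effect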
# Target sequence (O75604 whole entry, looked up): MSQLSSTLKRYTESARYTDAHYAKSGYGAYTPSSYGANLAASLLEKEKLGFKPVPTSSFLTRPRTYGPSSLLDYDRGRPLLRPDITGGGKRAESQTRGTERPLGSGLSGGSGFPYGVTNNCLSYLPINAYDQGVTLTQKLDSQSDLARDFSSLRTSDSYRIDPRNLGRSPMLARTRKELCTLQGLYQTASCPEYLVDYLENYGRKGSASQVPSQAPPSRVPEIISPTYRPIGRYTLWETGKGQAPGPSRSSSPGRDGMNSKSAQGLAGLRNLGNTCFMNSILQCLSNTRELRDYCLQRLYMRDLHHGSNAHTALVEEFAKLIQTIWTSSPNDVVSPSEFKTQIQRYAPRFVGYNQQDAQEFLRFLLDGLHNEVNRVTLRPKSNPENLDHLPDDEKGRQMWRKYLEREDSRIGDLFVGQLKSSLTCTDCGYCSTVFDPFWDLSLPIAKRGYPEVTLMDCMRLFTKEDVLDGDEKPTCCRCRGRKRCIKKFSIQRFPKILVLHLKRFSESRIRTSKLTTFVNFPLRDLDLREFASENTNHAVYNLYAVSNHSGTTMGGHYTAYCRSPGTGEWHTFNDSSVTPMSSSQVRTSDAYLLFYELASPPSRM
#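 Cell-free coupled assay: 10nM USP2 core preincubated 30min RT with compound in Tris-HCl pH 8.0/CaCl2/CHAPS buffer, then 25nM Ub-CHOP2 and 25nM reporter substrate; fluorescence (Ex 485/Em 531) read after 60min RT, normalized to NEM inhibition, concentration-response curves fitted.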
# A-T KAP1 phos: qHTS Assay for Identifying a Potential Treatment of Ataxia-Telangiectasia; […] A-T fibroblasts, KAP-1 phosphorylation AlphaLISA; neocarzinostatin DNA damage 30 min before lysis; Potency, µM (top dose mostly 57.5 µM), inactives show at the highest dose activation, most hits filed as activators; AID 485349, 2010; 320,000 compounds, 0.19% hits; also: potency is read from the fitted curve at half-maximal effect; % of control where 0% means no effect; nearly all actives have a fitted effect of over 45% in size
#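 ATM-like activity read as KAP-1 phosphorylation via AlphaLISA donor/acceptor antibody pairs after lysis and 6 hr at 25C. Cells were ATM-null patient fibroblasts ([…], hTERT), dosed 60 min, then exposed to the DSB inducer NCS for 30 min.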
# * hit, by the source's call; ? = inconclusive; / = no result given; [ ] = remark or other dose. Unless noted, calls follow the shape of the dose curve; as a rule, active = well fitted curve in the direction sought with a large enough effect; inconclusive = small, poorly fitted or top-dose-only effect, or another doubt; inactive = no such curve, though single readings can be large; an effect the other way counts as inactive or inconclusive.
SMILES	hERG WT inh	Mito fusion yeast	USP2a block	TRPV1 ag	ELG1 repair inh	TCR act	KCNH2 3.1 block	Eya2 inh	A-T KAP1 phos	TSHR antagonist
CC(C)(C)C1COc2ccccc2N1C(=O)c1ccccc1Cl (stereo not drawn)	2	-34%[inhibitor]	2%	29	-13%	0%	15	-10%	5%	4
COC(=O)C1=C(SC)N(c2ccccc2)C(c2ccccc2)CC1=O (stereo not drawn)	-13	4%	5%	-5	4%	-4%[46.1 µM]	7	-6%	4%	11
CN(C(=O)c1c[nH]c(=O)cc1C(F)(F)F)c1ccc(Cl)cc1	-3	-4%	1%	-5	0%	-1%	17	7%	0%	11
O=S(=O)(Nc1cc(S(=O)(=O)N2CCOCC2)ccc1NCC1CCCO1)c1ccccc1F (stereo not drawn)	-10	5%	-2%	3	-7%	-1%	0	-1%	7%	12
Cc1ccc(Nc2nc(N)nc(CSc3nnc(C)s3)n2)cc1	0	-2%	0%	1	?	4%	-4	?	-2%	-10
O=C1OC(N2C(=O)CC[C@H]2C(=O)NCC2CCCO2)c2ccccc21 (stereo partly drawn)	0	-3%	2%	-2	-14%	2%	-1	4%	-23%	2
COC(=O)Cc1ccc(NC(=S)N2CCCC(CO)C2)cc1 (stereo not drawn)	10	-2%	4%	0	?	-3%[46.1 µM]	6	-6%	-4%	5
Cc1cccc2cc3c(NC(=O)C(C)(C)C)nn(CC(C)C)c3nc12	0	31%	4%	?	-7%	-6%	-5	-10%	?	-3
CC(C(=O)Nc1ccc(C#N)cc1)N(C)CC(=O)N(C)c1c(N)n(Cc2ccccc2)c(=O)[nH]c1=O (stereo not drawn)	2	/	0%	/	1%	-4%[46.1 µM]	-2	4%	-9%	14
Cc1ccc(N2C(=O)CC(N(O)C3CC(=O)N(c4ccc(C)cc4)C3=O)C2=O)cc1 (stereo not drawn)	1	2%	2%	-3	5%	-1%	-3	2%	0%	17
COc1ccc(S(=O)(=O)N2CCC(N3CCN(Cc4ccccc4)CC3)CC2)cc1	38	-5%	0%	2	?	-2%	2	-3%	-3%	7
CCC(C)C(=O)Nc1nnc(SCC(=O)NC2CCCC2)s1 (stereo not drawn)	1	-2%	2%	-1	1%	-12%	-19	8%	0%	9
O=C(COc1cccc(Cl)c1)NCC(c1cccs1)N1CCOCC1 (stereo not drawn)	2	1%	1%	24	?	-11%	1	-20%	10%	8
COc1ccc(NC(=O)CSc2nc3c(c(=O)n2-c2ccccc2)SCC3)c(OC)c1	12	-2%	0%	-1	?	6%	-7	15%	3%	7
O=[N+]([O-])c1c(NCCCO)cc(N2CCN(Cc3ccc4c(c3)OCO4)CC2)c2nonc12	3	-11%	3%	4	23µM*	0%[46.1 µM]	1	-1%	-4%	-11
CCCCCc1nc2sc3c(c2c(=O)n1N)CCC3	-6	0%	3%	6	-1%	0%[46.1 µM]	-8	-17%	2%	-12
O=C(Nc1cccnc1)c1cc2c(ccc3ccccc32)o1	-11	-7%	/	?	/	5%	6	/	/	/
Cc1cccc(OCCOC(=O)CN2C(=O)NC3(CCCC3)C2=O)c1	-16	9%	0%	5	-5%	-6%	-3	3%	20%	30
CCOC(=O)c1ccc(NC(=O)c2ccc3c(c2)OCO3)cc1	-4	10%	-2%	?	?	6%	0	13%	8%	/
CCc1cccc2c(C(=O)COC(=O)c3nccnc3N)c[nH]c12	-2	-4%	4%	5	?	6%	0	8%	6%	-6
O=C(CCl)c1ccc2[nH]c(=O)oc2c1	6	7%	2%	2	6%	-6%	0	-3%	2%	-5
Nc1cc(N)nc(SCc2ccc(Cl)cc2)n1	-5	-8%	0%	0	?	-4%	-3	-21%	7%	0
CC(c1cccs1)N(Cc1ccco1)C(=S)Nc1ccc(F)c(Cl)c1 (stereo not drawn)	13	6%	3%	11	?	-3%	2	-3%	3%	8
CCc1cccc(C)c1NC(=O)CN1C(=O)NC(C)(CCC(C)C)C1=O (stereo not drawn)	-5	/	3%	/	-6%	8%	17	2%	24%	-7
Cn1c(=O)[nH]c(=O)c2c1nc(SCc1ccccc1Cl)n2CC(N)=O	/	-2%	-1%	-4	10%	/	/	0%	2%	20
O=C(O)c1cc(O)ccc1N=Nc1ccccc1	-14	13%	3%	-6	-25%	5%	3	?	-7%	10
CCN(C(=O)COC(=O)CNC(=O)c1ccc(C)c(C)c1)C1CCS(=O)(=O)C1 (stereo not drawn)	2	5%	3%	5	9%	-2%[46.1 µM]	0	4%	-5%	13
Cc1cc(NC(=O)CSc2nnc(C3CC3)n2C)no1	10	-2%	1%	-2	3%	2%	10	-15%	-9%	10
CCN1C(=O)c2ccc(C(=O)Nc3ccc(O)cc3C)cc2C1=O	-28	1%	1%	8	-10%	2%	12	8%	2%	2
C#CCN(C(=O)c1cc(COc2cccc(C(F)(F)F)c2)on1)C1CCCCC1	2	2%	1%	14	-11%	3%	-5	0%	1%	-17
CCc1nc2nc(C)c(NS(=O)(=O)c3ccc(CC(C)C)cc3)c(=O)n2[nH]1	0	5%	-5%	9	5%	-3%	-9	-8%	-11%	14
CC(C)NC(=S)N/N=C1\CCCc2ccccc21	14	-6%	1%	12	9%	-1%	-14	-3%	7%	-5
O=S(=O)(Nc1ccc2ccccc2n1)c1ccccc1	-6	-3%	2%	0	13%	-6%	5	11%	0%	9
COc1ccc2[nH]c3c(c2c1)CCN1C(=O)C(CC(=O)NCc2ccc(OC)c(OC)c2)C[C@H](C(=O)N2CCOCC2)[C@@]31CCC1CCCC1 (stereo partly drawn)	14	/	-1%	/	-8%	-3%[46.1 µM]	14	-4%	10%	-9
COc1cccc(N(C(=O)c2ccco2)C(C(=O)NC2CCCC2)c2ccc(N(C)C)cc2)c1 (stereo not drawn)	-14	-1%	3%	15	2%	-1%	-17	10%	-3%	4
COc1ccc(C(=O)CN2C(=O)c3ccccc3C2=O)cc1	-5	-2%	0%	-3	?	-24%	-2	?	-2%	1
CN(CC(=O)Nc1ccc(F)cc1)C(=O)C1Cc2ccccc2CN1S(C)(=O)=O (stereo not drawn)	-19	1%	1%	-1	?	3%	-15	0%	-2%	-9
Cn1nc(C(=O)OCC(=O)N(Cc2ccccc2)C(C)(C)C)c2ccccc2c1=O	-9	10%	2%	3	-7%	2%	2	9%	4%	-1
N#C/C(C(=O)N1CCOCC1)=C1/SC(Cc2ccc(F)cc2)C(=O)N1c1ccccc1 (stereo not drawn)	-17	0%	7%	1	3%	-3%	-8	-15%	-7%	-5
C(=C\c1ccccc1)/C=N/Nc1nc(N2CCCCC2)nc(N2CCCCC2)n1	3	-4%	0%	2	0%	3%	-20	5%	0%	28
COC(=O)c1ccc(C23CC4(C2)[C@H](CN(Cc2ccc(-c5ccccc5)cc2)[C@@H]4c2ccccc2)C3c2ccc(C(F)(F)F)cc2)cc1 (stereo partly drawn)	0	-23%	-3%	3	2%	-3%	-9	-2%	13%	1
Cc1nc(-c2ccc(Cl)cc2)sc1C1(C)CC(c2cccc(F)c2)=NO1 (stereo not drawn)	-2	2%	0%	7	?	0%	27	17%	81%	30
COc1cccc(NC(=O)Cn2c(CCC(=O)O)ccc2-c2ccccc2)c1	3	-1%	-2%	-6	-6%	1%	3	14%	0%	2
O=C(CC1C(=O)NCCN1C(=O)Nc1ccc(C(F)(F)F)cc1)Nc1ccc(F)cc1 (stereo not drawn)	1	-8%	-6%	?	7%	-8%	-12	-7%	7%	8

# 2 neighbouring entries from above, quoted:
SMILES	hERG WT inh	Mito fusion yeast	USP2a block	TRPV1 ag	ELG1 repair inh	TCR act	KCNH2 3.1 block	Eya2 inh	A-T KAP1 phos	TSHR antagonist
COc1cccc(NC(=O)Cn2c(CCC(=O)O)ccc2-c2ccccc2)c1	3	-1%	-2%	-6	-6%	1%	3	14%	0%	2
O=C(CC1C(=O)NCCN1C(=O)Nc1ccc(C(F)(F)F)cc1)Nc1ccc(F)cc1 (stereo not drawn)	1	-8%	-6%	?	7%	-8%	-12	-7%	7%	8

# Screening data from PubChem BioAssay.

# Not all compounds are listed; rates above refer to the full screens.
